From PubChem BioAssay
Abeta yeast res = restores growth of yeast expressing A-beta42 peptide; yeast expressing A-beta42, growth rescue, OD600, 48 h; response scale: 0% DMSO, 100% iron-clioquinol control; Potency, µM (highest dose often 46.1 µM), without a hit: at the highest dose growth rescue, usual class: activators; 410,000 compounds, 0.063% hits; AID 1347071; also: potency is read from the fitted curve at half-maximal effect; nearly all actives have a fitted effect of over 55% in size
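Yeast A-beta toxicity model in growth medium with pinned compounds, 48 h at 30 C; growth read as absorbance at 600 nm. Normalized to FeCl3/clioquinol equimolar mix (positive) and DMSO (negative).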
EPAC1 ag = EPAC1 (human) agonism; O95398; EPAC1 agonist qHTS, biochemical assay; response scale: 100% = response to 6.5 mM cAMP; Potency, µM (top dose mostly 154 µM), for the others: at the highest dose activation, most hits filed as activators; 360,000 compounds, 0.073% hits; AID 720707; also: potency is read from the fitted curve at half-maximal effect; nearly all actives have a fitted effect of over 60% in size
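Nucleotide exchange by EPAC1 (100 nM) on Rap1B–BODIPY-GDP (250 nM) in the presence of 50 uM GDP is tracked fluorescently at 480/540 nm over 30 min. Signals are normalized to a 6.5 mM cAMP control.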
IL-2 act = activators of IL-2. activation, % (series mostly up to about 46 µM). AID 652025. 360,000 compounds, 0.065% hits. IL-2 activation reporter assay, cell-based qHTS; stimulated with anti-CD3/CD4/CD28 beads; in transgenic mouse T cells; in the data active = activation above about 50%; inconclusive = mostly about 30% to 49%; also: 0% is about no effect
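First, unstimulated transgenic mouse T cells were exposed to compound for 60 min. Next, anti-CD3/anti-CD4-coated beads with anti-CD28 were added. Finally, after 18 h at 37 degrees C, EGFP and DsRed were imaged.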
PLK1 PBD inh = PLK1 (human) polo-box domain binding inhibition; P53350; Plk1 PBD binding of FITC phosphopeptide, fluorescence polarization; Potency, µM, for the others: max response, negative = inhibition, actives largely listed as inhibitors; 360,000 compounds, 2.8% hits; AID 720504; also: potency is read from the fitted curve at half-maximal effect; series mostly up to about 57 µM; % is scaled to controls: 0 for no effect and ±100 for the full control effect; nearly all actives have a fitted effect of over 65% in size
Target sequence (P53350 whole entry, looked up, the tested form may be a part): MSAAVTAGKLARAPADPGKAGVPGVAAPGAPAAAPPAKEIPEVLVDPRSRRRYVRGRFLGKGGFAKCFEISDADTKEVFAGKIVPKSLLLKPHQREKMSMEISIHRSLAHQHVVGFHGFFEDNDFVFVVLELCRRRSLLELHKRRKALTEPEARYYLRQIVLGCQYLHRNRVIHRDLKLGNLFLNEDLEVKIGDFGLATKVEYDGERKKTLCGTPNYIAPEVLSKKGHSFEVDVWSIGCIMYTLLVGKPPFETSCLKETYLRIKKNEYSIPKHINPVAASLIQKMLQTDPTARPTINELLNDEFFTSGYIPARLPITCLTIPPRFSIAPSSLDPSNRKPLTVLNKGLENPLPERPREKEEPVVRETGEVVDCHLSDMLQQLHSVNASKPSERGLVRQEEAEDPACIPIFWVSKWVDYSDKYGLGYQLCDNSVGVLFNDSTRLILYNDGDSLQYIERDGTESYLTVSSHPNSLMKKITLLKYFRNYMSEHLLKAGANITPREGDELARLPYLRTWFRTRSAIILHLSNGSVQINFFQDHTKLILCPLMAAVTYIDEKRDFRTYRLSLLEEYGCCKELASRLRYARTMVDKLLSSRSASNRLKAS
PI5P4K alpha inh = inhibitors of human PI5P4K alpha; P48426; 330,000 compounds, 1.2% hits; PI5P4Kalpha enzyme, ADP-Glo luminescence, 60 min; stronger effect = lower value; AID 652105; max response, %; active = max response of -50% or lower; inconclusive = between -30% and -50%; inactive = -30% or higher; also: value at the top dose of about 77 µM; % is scaled to controls: 0 for no effect and ±100 for the full control effect
Target sequence (P48426 whole entry, looked up): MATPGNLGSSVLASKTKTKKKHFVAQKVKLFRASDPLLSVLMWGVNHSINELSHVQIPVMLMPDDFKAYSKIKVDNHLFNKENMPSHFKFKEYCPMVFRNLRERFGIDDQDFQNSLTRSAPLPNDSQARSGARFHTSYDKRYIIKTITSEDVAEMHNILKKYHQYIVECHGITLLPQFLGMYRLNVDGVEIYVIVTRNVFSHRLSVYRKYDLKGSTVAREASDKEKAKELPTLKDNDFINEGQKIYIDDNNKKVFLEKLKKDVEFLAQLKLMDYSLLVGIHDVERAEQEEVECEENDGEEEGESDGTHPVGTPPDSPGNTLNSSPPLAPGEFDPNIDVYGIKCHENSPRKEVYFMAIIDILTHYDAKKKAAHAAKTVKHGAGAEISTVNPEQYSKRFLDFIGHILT
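qHTS, 1536-well: enzyme/substrate mix, compound by pin tool, 5 microM ATP final; RT 60 min; ADP-Glo reagents 1 (45 min) then 2 (30 min); luminescence.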
FUS yeast rescue = rescues growth of FUS-expressing yeast | S. cerevisiae FUS-expressing, growth rescue, OD600, 24 h | Potency, µM (top dose mostly 76.6 µM), inactives show at the top dose growth rescue (activation), most hits filed as activators | 390,000 compounds, 0.24% hits | AID 1347120;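 also: potency is read from the fitted curve at half-maximal effect; plate controls were DMSO vehicle for no effect and reference control for full effect; nearly all actives have a fitted effect of over 55% in size; some results filed as inactive show a strong effect at the top dose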
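Read-out: OD at 600 nm after 24hr at 30C, reporting rescue of FUS-induced yeast toxicity. Cells at OD 0.005 in galactose (2%) minimal medium; compounds tested in a dilution series; CP55940 titration from 92uM final as control.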
EPAC1 antagonist = antagonists of human EPAC1 | EPAC1 GEF assay, Rap1b-BODIPY-GDP exchange fluorescence | Potency, µM (highest dose often 115 µM), for the others: top-dose activity change, negative = inhibition, hits mostly inhibitors | AID 720709 | 360,000 compounds, 0.14% hits;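 also: potency is read from the fitted curve at half-maximal effect; plate controls were vehicle for no effect and positive control for full effect; nearly all actives have a fitted effect of over 50% in size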
WRN helicase inh = inhibitors of human WRN helicase; Q14191; WRN helicase unwinding, fluorescent forked duplex, kinetic; Potency, µM (highest dose often 114 µM), for inactives: at the highest dose activity change, negative = inhibition, usual class: inhibitors; 360,000 compounds, 0.46% hits; AID 651768; also: potency is read from the fitted curve at half-maximal effect; % is scaled to controls: 0 for no effect and ±100 for the full control effect; nearly all actives have a fitted effect of over 55% in size
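Primary qHTS, 1536-well format. 20 nM WRN + compound, 15 min RT; start with 100 nM forked fluorophore/quencher duplex, 2 mM ATP (final); kinetic read ex 525/em 598 nm.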
Active calls of the source: *; u = inconclusive; x = no result given; & = joins results of further samples; [ ] = remark or other dose. Unless noted, calls follow the shape of the dose curve; as a rule, active = well fitted curve in the direction sought with a large enough effect; inconclusive = small, poorly fitted or top-dose-only effect, or another doubt; inactive = no such curve, though single readings can be large; an effect the other way counts as inactive or inconclusive. Compounds were not picked by outcome; overall some 4.1% were active at least once.

SMILES	Abeta yeast res	EPAC1 ag	IL-2 act	PLK1 PBD inh	PI5P4K alpha inh	FUS yeast rescue	EPAC1 antagonist	WRN helicase inh
COc1ccc(-c2nc(SC)n(C(=O)c3ccco3)n2)cc1	21%	0%	-2.3	-7%	5	15%	-11%	-5%
O=C(CSc1nc2ccsc2c(=O)n1Cc1ccc(C(=O)O)cc1)NCc1ccco1	-16%	12%	-5.1	-11%	7	45%	0%	-22%
Cc1ccc(NC(=O)c2ncn(CC(=O)NCc3nc4ccccc4[nH]3)n2)cc1C	-8%	-24%	-0.7	-5%	-5	-11%	-5%	-4%
COc1ccc2c(CC(=O)OCC(=O)N(C)c3c(N)n(Cc4ccccc4)c(=O)[nH]c3=O)coc2c1	3%	-7%	-0.9	1%	4	x	-6%	-15%
CCc1nnc(NS(=O)(=O)c2ccc(NC(=O)CCC(=O)O)cc2)s1	-15%	8%	0.2	-3%	3	0%	18%	-3%
CCOc1ccc(OCCCCN2CCCC2)cc1	u	5%	-1.4	-8%	2	9%	-1%	3%
CCNC(=S)N(Cc1cc2cccc(C)c2[nH]c1=O)C1CCCC1	-6%	-7%	-1.2	-5%	7	x	5%	1%
Cc1ccc(C)c(S(=O)(=O)N2CCN(C(C)C(=O)Nc3ccccc3-c3ccccc3)CC2)c1 (stereo unspecified)	2%	-4%	-0.2	-19%	-4	x	-11%	-10%
CCN(CC)c1ccc(/C=N/NC(=O)CNC(=O)/C=C/c2ccco2)cc1	2%	12%	-0.2	-21%	u	u	-15%	0%
CSc1nsc(SCC(=O)Nc2ccc(Cl)c(C(=O)O)c2)n1	-18%	6%	0.7	-17%	-17	14%	1%	u
O=c1c2ccccc2nc(SCc2ccncc2)n1CC1CCCO1 (stereo unspecified)	-9%	-8%	-1.5	-9%	6	1%	-8%	0%
CCOc1ccccc1NC(=O)CN(C)S(=O)(=O)c1cccc2nsnc12	-14%	13%	-2.4	-8%	0	0%	3%	6%
CC(O)(Cc1cccnc1)c1cccs1 (stereo unspecified)	1%	0%	-0.4	5%	0	x	u	0%
CCN1CCc2c(sc(NC(=O)Cc3ccccc3)c2C(N)=O)C1	-10%	-11%	-3.9	-10%	-1	-24%	3%	1%
CC(C)(C)c1ccc(-c2noc(C(=O)NN)n2)cc1	u	-3%	-3.8	-6%	2	u	-9%	-4%
O=C(Nc1ccccc1)c1ccc[n+](Cc2ccc([N+](=O)[O-])cc2)c1	3%	1%	-1.0	-5%	-6	x	1%	-4%
COC(=O)Cc1c(C)nc2nc(-c3ccccc3)[nH]n2c1=O	18%	-3%	0.7	-1%	-24	-4%	8%	8%
CC(=O)/C=C1\N(C)c2ccc(C)cc2C1(C)C	9%	10%	-0.5	-9%	1	13%	-16%	-8%
CC[C@@H](C)C(N)c1cn([C@@H](CCC(=O)O)C(=O)N2CCNCC2)nn1 (stereo partly specified)	-9%	7%	0.2	-12%	3	-27%	-30%	-2%
CCCOc1ccc(C(=O)CCC(=O)NNC(=O)Cn2nc(C)cc2C)cc1	14%	9%	2.5	-5%	-6	12%	-18%	-5%
COc1ccc(CCN2CC(C(=O)N(C)Cc3ccccn3)CCC2=O)cc1 (stereo unspecified)	-13%	-8%	0.2	1%	-1	-57%	4%	7%
CCOC(=O)C1CCCN(c2c(NCC3CCCO3)c(=O)c2=O)C1 (stereo unspecified)	-7%	2%	3.3	-15%	4	-3%	3%	-17%
CCOc1ccccc1CNCCOC	-3%	10%	7.9	-1%	1	-10%	5%	1%[57.1 µM]
COc1ccc(CC(=O)NCc2n[nH]c(=S)n2-c2ccccc2)cc1	-8%	9%	1.7	1%	1	-11%	-18%	2%
CCN(Cc1nc(-c2ccc(OC)cc2)no1)C(=O)c1ccoc1C	-13%	8%	0.0	-10%	1	6%	2%	1%

The list continues:
SMILES	Abeta yeast res	EPAC1 ag	IL-2 act	PLK1 PBD inh	PI5P4K alpha inh	FUS yeast rescue	EPAC1 antagonist	WRN helicase inh
COc1cccc(N=Nc2ccc3ccccc3c2O)c1	-9%	-5%	0.4	-3%	2	-28%	-3%	9%
O=C(NCc1ccccc1)c1nc2ccccc2s1	21%	1%	-0.2	-6%	3	2%	0%	-1%
Cc1c(C(=O)NC(C)c2ccccn2)oc2c(Cl)cccc12 (stereo unspecified)	-13%	-10%	-0.2	-9%	-15	9%	u	-7%
COc1ccc(S(=O)(=O)NNC(=O)C2COc3ccccc3O2)cc1[N+](=O)[O-] (stereo unspecified)	3%	11%	0.8	-13%	-2	10%	12%	4%
COc1ccc2c(c1)c(C(=O)N/N=C/c1ccc(Cl)cc1)c(C)n2C	0%	1%	0.0	-9%	1	11%	1%	4%
O=C(Nc1ccc2oc(-c3ccncc3)nc2c1)c1c(F)c(F)c(F)c(F)c1F	-8%	0%	-0.5	-14%	2	2%	-9%	14%
Cc1ccc(NC(=S)N2CCN(S(=O)(=O)c3ccc(C)cc3)CC2)cc1	3%	-18%	0.4	-10%	-1	12%	2%	u
Cc1ccnc(NC(=O)c2cccc([N+](=O)[O-])c2C)c1	-5%	6%	0.0	2%	2	2%	10%	4%
CC(C)c1nnc(NC(=O)CCC(=O)Nc2ccccc2)s1	-10%	-2%	0.1	-4%	4	1%	-22%	-1%
COc1ccc(CCCc2n[nH]c(=S)o2)cc1C	16%	-1%	-3.3	-2%	-23	-18%	9%	3%
COC(=O)c1ccccc1NC(=O)C(C)NS(=O)(=O)c1ccc(OC)cc1 (stereo unspecified)	8%	-2%	-2.3	24µM*	-1	0%	-22%	-5%
CSc1ccc(Cn2c(C)c(C(=O)NCc3ccco3)sc2=O)cc1	3%	-9%	-0.9	-3%	4	19%	-16%	-5%[57.1 µM]
Cc1cccc(N2CCC(N=CN(C)C)=N2)c1	8%	-6%	-3.0	-8%	-1	-3%	2%	0%
O=C(C1=NN[C@@H]2C(=O)N(c3cccc(C(F)(F)F)c3)C(=O)[C@H]12)c1cnccn1	-18%	2%	0.8	0%	0	-9%	4%	-24%
CC(C)N(Cc1ccccc1)C(=O)COc1ccccc1	5%	-6%	1.2	3%	1	-19%	-14%	9%
COc1ccc(C2=CC(=O)N(Nc3ccccc3)C2=O)cc1	-37%[inhibitor]	13%	-4.9	-25%	-2	13%	-10%	-10%
CN(Cc1ccccc1)S(=O)(=O)c1cc2c3c(c1)CCN3C(=O)CC2	4%	-1%	-0.3	-17%	-15	-6%	0%	-35%
CC1CC(=O)N(CC(=O)Nc2ccccc2F)c2ccccc2S1(=O)=O (stereo unspecified)	4%	10%	-0.9	-6%	4	6%	-12%	-2%
O=C(COC(=O)c1ccccc1C(F)(F)F)NC(=O)NCc1ccco1	2%	9%	-0.7	-2%	-15	x	7%	-6%
O=C(NC1CCCCC1)C(c1cccnc1)N(C(=O)c1csnn1)c1ccc(F)cc1 (stereo unspecified)	-16%	5%	-0.7	-18%	-7	9%	10%	5%
N#Cc1sc2nc(C3CC3)cc(-c3ccc(Cl)cc3)c2c1N	4%	11%	0.0	-13%	8	25%	u	-23%
Cc1c(Cl)c([N+](=O)[O-])nn1Cc1ccc(C(=O)Nc2ccc(Cl)cn2)o1	7%	-5%	-4.1	2%	2	x	-1%	-5%
CCCc1c(C)nn(-c2ncccc2[N+](=O)[O-])c1C	5%	-7%	-1.6	-4%	-5	2%	2%	-1%
Cc1cc(C(=O)OCC(=O)NCCc2ccccc2)c2ccccc2n1	-10%	7%	-0.3	-13%	-1	-1%	-12%	2%
COC(=O)c1cccc(N(CC(=O)NC2CCCC2)C(=O)CCC(=O)Nc2cc(C)on2)c1	4%	0%	0.7	1%	-1	9%	5%	11%

3 of the compounds above, with values under each structure.
The line under a structure holds: Abeta yeast res | EPAC1 ag | IL-2 act | PLK1 PBD inh | PI5P4K alpha inh | FUS yeast rescue | EPAC1 antagonist | WRN helicase inh
O=c1c2ccccc2nc(SCc2ccncc2)n1CC1CCCO1 (stereo unspecified)
 : -9% | -8% | -1.5 | -9% | 6 | 1% | -8% | 0%
O=C(NCc1ccccc1)c1nc2ccccc2s1
 : 21% | 1% | -0.2 | -6% | 3 | 2% | 0% | -1%
Cc1cc(C(=O)OCC(=O)NCCc2ccccc2)c2ccccc2n1
 : -10% | 7% | -0.3 | -13% | -1 | -1% | -12% | 2%

Additional entries
SMILES	Abeta yeast res	EPAC1 ag	IL-2 act	PLK1 PBD inh	PI5P4K alpha inh	FUS yeast rescue	EPAC1 antagonist	WRN helicase inh
Cc1ccc([C@@H]2C[C@H]3[C@@H](CN2S(=O)(=O)c2ccc(C)cc2)C(=O)C[C@@H](c2cccc(Cl)c2)N3S(=O)(=O)c2ccc(C)cc2)cc1	10%	9%	-2.1	-10%	7	3%	-8%	3%
Cc1cccc(N2CCN(C(=O)COc3ccc4c(c3)CCC4)CC2)c1C	-3%	2%	-0.1	-4%	18	x	-13%	-2%
Cc1c(C(=O)OC2CCCC2)[nH]c2c1C(=O)CC(c1ccco1)C2 (stereo unspecified)	10%	5%	-3.6	-19%	u	-2%	-14%	-14%[11.6 µM]
COc1ccc2[nH]c3nc(SC(C)C)nnc3c2c1	6%	-5%	-1.4	-4%	-7	x	-1%	-16%
COc1ccc(S(=O)(=O)N2CCCCC2)cc1NC(=O)Cc1ccsc1	7%	2%	0.7	-5%	7	x	6%	-18%
O=C(NCCCNCc1ccccc1)c1ccccn1	10%&-6%	-2%&-4%	0.2&-2.3	3%&-7%	19&-2	5%	-7%&17%	-4%&19%
CC(C)C[C@H](NC(=O)c1nc[nH]c1C(=O)N[C@@H](CC(C)C)C(=O)OCc1ccccc1)C(=O)OCc1ccccc1	2%	-37%[inhibitor]	-4.2	0%	6	41%	-22%	-34%
O=C(NCc1ccncc1)c1ccc(Br)cc1	-5%	0%	-2.7	-7%	2	3%	-20%	3%
COc1ccc(C)c(NC(=O)NCCc2cnc[nH]2)c1	1%	2%	-0.5	-1%	-5	-10%	-2%	5%
C=CCn1c(=O)c2c(C)c(C)sc2n2c(Nc3ccc(OC)cc3)nnc12	-18%	7%	1.0	-2%	-1	32%	-3%	-1%
CNC(=O)c1ccc(CNC(=O)OCC(F)(F)F)cc1	1%	4%	1.0	2%	-4	2%	3%	6%
BrC(=C\c1ccccc1)/C=N/Nc1ccc2nncn2n1	-3%	5%	-0.3	u	-10	28%	-17%	-13%[11.6 µM]
CN(C)CCCNCC(=O)c1c(-c2ccccc2)n(C)c2ccccc12	17%	-8%	-2.3	-21%	3	29%	-22%	-9%
O=C(CCc1nnc(CCCCc2ccccc2)o1)N1CCC(N2CCCC2)CC1	5%	-3%	-1.4	-3%	5	35%	4%	3%
